Assay outcomes (PubChem)
hIAP inh – blocks human intestinal alkaline phosphatase | P09923 | purified IAP, CDP-Star luminescence, 30 min | inhibition, % at 10 µM | 0.12% of 330,000 active | AID 2544;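 active = inhibition reaching a set limit with compound at 10 µM in the primary screen, cut at about 35% in these data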;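 also: plate controls were DMSO wells with enzyme for no effect and no-enzyme buffer wells for full effect; values of inactives mirror those of a sister screen read the other way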
APOBEC3A inh – blocks human APOBEC3A ssDNA deamination. recombinant A3A, FAM/TAMRA ssDNA deamination fluorescence. inhibition, % at 20 µM. 0.41% of 330,000 active. AID 493011;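 active = at least 40% inhibition at 20 µM here, with at most 30% in a related deaminase screen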;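 also: plate controls were A3A with DMSO for no effect and wells lacking A3A enzyme for full effect; some results filed as inactive read as strong as hits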
Target sequence (P31941 whole entry, looked up): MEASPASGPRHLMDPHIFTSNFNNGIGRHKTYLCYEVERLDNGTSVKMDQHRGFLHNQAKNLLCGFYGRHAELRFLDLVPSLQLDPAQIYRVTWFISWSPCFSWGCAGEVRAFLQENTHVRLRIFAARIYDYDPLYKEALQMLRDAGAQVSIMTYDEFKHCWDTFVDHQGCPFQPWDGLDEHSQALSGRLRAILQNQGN
MIN6 prolif – induces beta-cell replication in MIN6 cells; MIN6 cells proliferation, ATPlite luminescence, 48 h; cells starved in 0.2% serum; 100% = growth in 10% serum; proliferation, % at 10 µM; 0.29% of 330,000 active;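 active = compounds whose signal lies at least 3.5 SD above the mean of all wells on their plate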;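 also: 0% = DMSO-treated cells in low-serum medium and 100% = 10% serum control; some compounds called inactive have numbers as strong as hits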
tim10-1 inh – growth inhibitors of tim10-1 mutant yeast; inhibition, % at 20 µM; S. cerevisiae tim10-1 ts strain growth, BacTiter-Glo, 24 h; 2.2% of 330,000 active;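 active = inhibition of at least 40%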;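 also: mutant grown at 25 °C; 0% = DMSO wells with yeast and 100% = wells holding no yeast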
A3G deaminase – inhibitors of human APOBEC3G DNA deaminase; Q9HC16; recombinant A3G, ssDNA deamination FAM/TAMRA fluorescence; inhibition, % at 20 µM; 0.28% of 330,000 active;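 active = inhibition of at least 40% at 20 µM, with no more than 30% in the related APOBEC3A deaminase screen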;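 also: plate controls were DMSO wells with A3G for no effect and wells lacking A3G enzyme for full effect; some compounds called inactive have numbers as strong as hits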
Target sequence (Q9HC16 whole entry, looked up): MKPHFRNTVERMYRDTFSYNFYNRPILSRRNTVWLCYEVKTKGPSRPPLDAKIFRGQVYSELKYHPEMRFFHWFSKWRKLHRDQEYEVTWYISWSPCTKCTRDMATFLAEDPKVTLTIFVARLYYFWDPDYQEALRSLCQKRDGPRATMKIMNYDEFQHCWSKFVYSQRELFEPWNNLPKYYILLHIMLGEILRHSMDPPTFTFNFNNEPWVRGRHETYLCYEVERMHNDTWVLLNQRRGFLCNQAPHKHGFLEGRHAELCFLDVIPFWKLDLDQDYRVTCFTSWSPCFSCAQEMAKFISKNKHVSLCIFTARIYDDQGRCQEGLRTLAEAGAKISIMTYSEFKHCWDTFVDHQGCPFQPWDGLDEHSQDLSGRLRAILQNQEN
mIAP inh – mouse IAP inhibition | purified mouse IAP, CDP-Star luminescence, 30 min | inhibition, % at 10 µM | 0.2% of 330,000 active;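 active = inhibition of at least 40% at 10 µM in the primary screen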;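 also: plate controls were DMSO with enzyme for no effect and no enzyme wells for full effect; values of inactives mirror those of a sister screen read the other way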
NLRP3 yeast inh – blocks the NALP3 inflammasome reconstituted in yeast. inhibition, % at 10 µM. 0.39% of 330,000 active. Yeast reconstituted NLRP3/ASC/caspase-1, beta-gal luminescence, 24 h. AID 2825;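 active = inhibition of 50% or more; inactive = inhibition below 50%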;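 also: plate controls were induced DMSO wells for no effect and uninduced yeast grown without galactose for full effect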
TIM10 inh – inhibits growth of TIM10 yeast strain; S. cerevisiae TIM10 strain growth, BacTiter-Glo luminescence, 24 h; inhibition, % at 10 µM; 1.4% of 330,000 active; AID 463195;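 active = inhibition of 40% or more at the single tested concentration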;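 also: wild-type TIM10 isogenic control strain grown at permissive 25 °C; 0% = DMSO yeast wells and 100% = minimal medium wells without yeast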
mIAP activ – increases mouse intestinal alkaline phosphatase activity. muIAP, CDP-Star luminescence, 30 min; active compounds read high; 1 = vehicle-only enzyme signal, 0 = enzyme-free wells. activation factor at 10 µM. 0.24% of 330,000 active;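 active = activation factor of at least 2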; also: the source names both 10 and 20 µM as test concentration; values of inactives mirror those of a sister screen read the other way
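also added = chemiluminescent substrate CDP-Star | test system = mouse IAP enzyme | signal = chemiluminescence readout | compound = DMSO-dissolved test compounds | incubation = 30 min at room temperature | benchmarks = DMSO wells, no-enzyme wells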
The depositor's hits bear a star.

SMILES	hIAP inh	APOBEC3A inh	MIN6 prolif	tim10-1 inh	A3G deaminase	mIAP inh	NLRP3 yeast inh	TIM10 inh	mIAP activ
O=C(CSc1nnc(-c2ccc(F)cc2)c2ccccc12)NCC1CCCO1 (stereo not given)	20	-2	0	9	-10	7	24	16	0.93
CCN(C(=O)CSc1nnc(C)n1Cc1ccccc1)C1CCS(=O)(=O)C1 (stereo not given)	3	1	-2	7	-8	8	18	6	0.92
CCCOc1ccc(N2C(=O)CC(N(CCc3ccc(OC)c(OC)c3)C(=S)Nc3ccccc3)C2=O)cc1 (stereo not given)	-26	-1	0	23	-2	-12	2	4	1.1
Cc1onc(-c2ccccc2)c1C(=O)N1CC(C)OC(C)C1 (stereo not given)	-8	-3	-4	6	-5	7	13	7	0.93
CCc1ccccc1NC(=O)CSc1ccsc1[N+](=O)[O-]	-5	39	-3	4	14	13	11	7	0.87
CCc1nnc(NC(=O)C2=NN(C3CCS(=O)(=O)C3)C(=O)CC2)s1 (stereo not given)	-18	-1	0	8	-8	-11	2	9	1.1
CC1(C)CC(=O)C(C=Nc2ccc3cn[nH]c3c2)=C(O)C1	9	-2	-1	27	-3	-10	25	14	1.1
CCS(=O)(=O)Nc1cccc(-c2cc(-c3ccccc3)c3cc(C)ccc3n2)c1	-14	6	0	14	-5	6	11	35	0.94
CC1CN(C(=O)COC(=O)Cc2c(Cl)cccc2Cl)CC(C)O1 (stereo not given)	-8	-4	-1	9	-6	-2	10	5	1
Cc1nc(Nc2cccc(C(C)O)c2)c2nnn(Cc3ccccc3F)c2n1 (stereo not given)	-5	3	-2	24	-5	0	8	19	1
O=S(=O)(c1ccc(F)cc1)N1CCc2ccccc21	-12	0	-1	1	-4	4	10	-2	0.96
CN(C)CCNC(=O)c1c(NC(=O)c2ccccc2)sc2c1CCCC2	10	-6	-5	26	-5	0	25	8	1

Laid out differently: 2 of the compounds above.
Each structure is followed by: hIAP inh, APOBEC3A inh, MIN6 prolif, tim10-1 inh, A3G deaminase, mIAP inh, NLRP3 yeast inh, TIM10 inh, mIAP activ
O=S(=O)(c1ccc(F)cc1)N1CCc2ccccc21
    -12, 0, -1, 1, -4, 4, 10, -2, 0.96
CCCOc1ccc(N2C(=O)CC(N(CCc3ccc(OC)c(OC)c3)C(=S)Nc3ccccc3)C2=O)cc1 (stereo not given)
    -26, -1, 0, 23, -2, -12, 2, 4, 1.1

(more compounds)
SMILES	hIAP inh	APOBEC3A inh	MIN6 prolif	tim10-1 inh	A3G deaminase	mIAP inh	NLRP3 yeast inh	TIM10 inh	mIAP activ
Cc1cccc2sc(NC(=O)c3ccc(OCC4CCCO4)cc3)nc12 (stereo not given)	-2	0	-4	4	-6	12	20	1	0.88
COCc1ccc(-c2ccc3c(c2)c(C#Cc2ccsc2)c(-c2cc(OC)cc(OC)c2)n3C)cc1	-2	2	-3	-1	-2	-6	5	3	1.1
COc1ccc(-c2ncncc2-c2csc(C)n2)c(O)c1OC	-10	-3	-4	2	-2	0	12	-5	1
CC[N+](C)(CC)CCOC(=O)C1c2ccccc2Oc2ccccc21	0	6	-1	-2	3	-8	9	-7	1.1
CC(=O)Nc1cccc(-c2cc(-c3c(Cl)cccc3Cl)no2)c1	7	-3	-1	35	-5	-8	52*	44*	1.1
COc1ccc(NC(=O)CS(=O)CC(=O)Nc2cccc3cccnc23)cc1 (stereo not given)	-6	-3	-2	-4	-9	-1	14	6	1
N#CC1(NC(=O)CSc2nnc(-c3ccccc3F)o2)CCCCC1	-8	11	-2	2	-5	-4	15	3	1
O=C(CN1C(=O)NC2(CCc3ccccc32)C1=O)NCc1cccc(C(F)(F)F)c1 (stereo not given)	-10	-3	-2	-2	-6	-16	4	-1	1.2
COc1cc(NC(=O)c2cccc(Br)c2)nc(OC)n1	5	-4	3	13	-6	12	33	12	0.88
COC(=O)c1cc(NC2c3ccccc3C(=O)N2Cc2ccco2)cc(C(=O)OC)c1 (stereo not given)	22	-2	0	-18	-10	-9	-3	-21	1.1
O=C(NCCc1ccccc1)C1CCN(C2CCN(C(=O)CC3=CCCCC3)CC2)CC1	-5	4	0	-3	-12	-1	2	-11	1
O=C(NC(NC(=S)Nc1ccccc1Cl)C(Cl)(Cl)Cl)c1cccc(Cl)c1 (stereo not given)	7	0	-6	8	-2	-28	-4	1	1.3

Following part
SMILES	hIAP inh	APOBEC3A inh	MIN6 prolif	tim10-1 inh	A3G deaminase	mIAP inh	NLRP3 yeast inh	TIM10 inh	mIAP activ
O=C(NCCc1ccccc1)c1ccc(CS(=O)(=O)Cc2ccccc2F)o1	9	3	-1	2	3	1	3	2	0.99
COc1ccc(OC)c(NC(=O)c2cc3ccccc3cc2OC)c1	2	-4	2	-19	-6	1	27	-17	0.99
Cc1nc(NC2CCCC2)sc1C(=O)N(C)C	-14	-3	-1	-8	-3	-13	13	-27	1.1
CC(=O)C[C@@H](O)CC(=O)[C@@H]1OC(=O)CCCCCCCc2ccccc21	-18	2	-1	25	-5	-7	20	2	1.1
CCCC(=O)NC(=S)Nc1ccccc1C(F)(F)F	15	-5	-2	20	-4	2	25	23	0.98
c1ccc(COc2ccc(CNCc3cccnc3)cc2)cc1	2	-3	-3	-27	-6	8	44	-51	0.92
CC(=O)Nc1ccc(-c2csc(NC(=O)CCCc3cccs3)n2)cc1	-4	-4	-4	21	-6	-3	1	10	1
CC(C)(C)C(=O)COC(=O)c1cc(S(=O)(=O)N2CCCCC2)ccc1N1CCOCC1	4	1	1	9	-6	2	7	4	0.98
Cc1cc(C)nc(SCC(=O)c2cc3ccccc3oc2=O)n1	-3	-4	3	16	-1	-11	1	22	1.1
CSc1ccc(NC(=O)CSc2nc3[nH]c(=O)cc(O)c3s2)cc1	-1	19	0	11	4	29	6	10	0.71
CC(C)[C@H]1C(=O)Nc2ccccc2N1C(=O)N[C@@H](Cc1ccccc1)C(=O)N[C@@H](Cc1ccccc1)C(=O)O	3	-2	-2	8	-12	4	17	2	0.96
CCCNC(=O)Cn1cnc2sc(C(=O)Nc3ccc4c(c3)OCO4)c(C)c2c1=O	15	1	-1	3	-2	2	1	2	0.98

(cont.)
SMILES	hIAP inh	APOBEC3A inh	MIN6 prolif	tim10-1 inh	A3G deaminase	mIAP inh	NLRP3 yeast inh	TIM10 inh	mIAP activ
Cc1cc(S(=O)(=O)N2CCOCC2)ccc1F	16	0	-4	11	-1	3	22	0	0.97
CCN(Cc1ccccc1)C(=O)COC(=O)c1cc(S(=O)(=O)Nc2ccccc2OC)ccc1O	-11	-5	1	13	-7	12	2	16	0.88
CC(C)COC(=O)N1CCCC1C(=O)O (stereo not given)	5	-2	-3	22	-5	-7	15	-1	1.1
FC(F)(F)c1nc(N2CCCC2)ncc1-c1nnnn1-c1ccc(Cl)cc1	-10	2	-6	40*	2	8	11	18	0.92
O=C(O)Cc1sc(NCc2ccco2)nc1-c1ccccc1	-3	-5	-2	4	-5	4	-6	0	0.96
O=C(O)C1CC=C(Cl)CC1C(=O)NCC1OCCc2ccccc21 (stereo not given)	6	5	-2	7	1	5	0	-6	0.95
CC(=O)/C(=N/Nc1ccc([N+](=O)[O-])cc1)N1CCCc2ccccc21	5	-5	-3	4	-9	13	13	32	0.87
CN1C(=O)CC(=O)N(C)c2cc(S(=O)(=O)N(C)Cc3ccccc3)ccc21	-10	-1	-2	6	-3	1	2	1	0.99
COCCn1c(Sc2ccccc2)nc2c1c(=O)[nH]c(=O)n2C	-2	0	-2	9	-1	4	29	-17	0.96
CCOC(=O)c1oc2ccccc2c1CN1CCN(C(=O)c2ccccc2)CC1	14	-5	5	31	-10	4	4	19	0.96
O=C(CSc1nc2ncccc2[nH]1)Nc1ccc2c(c1)OCO2	-6	0	-1	0	-6	7	0	7	0.93
CC(Oc1cc(F)ccc1[N+](=O)[O-])C(=O)N(C)CC(=O)Nc1ccccc1C(F)(F)F (stereo not given)	4	6	-1	13	-1	-2	5	14	1

Additional structures.
SMILES	hIAP inh	APOBEC3A inh	MIN6 prolif	tim10-1 inh	A3G deaminase	mIAP inh	NLRP3 yeast inh	TIM10 inh	mIAP activ
O=C(NCC1CCCO1)C(c1ccco1)N(Cc1ccc(F)cc1)C(=O)CN1C(=O)c2ccccc2S1(=O)=O (stereo not given)	-4	-1	-2	14	-3	0	6	17	1
O=C(COc1ccc2ccc(=O)oc2c1)Nc1cc([N+](=O)[O-])ccc1F	5	9	-2	-5	-1	8	13	-27	0.92
CC(=O)c1c(C)[nH]c(C(=O)CSc2nnc(CN3CCCCCC3=O)n2-c2ccccn2)c1C	-28	3	-1	11	-9	-6	12	15	1.1
COCCN1CCN(C(=O)c2ccc3nc(Cc4ccccc4F)oc3c2)CC1	-6	-1	-5	-19	-6	-2	14	-9	1
S=c1[nH]nc(-c2ccc3ccccc3n2)n1-c1ccc(Cl)cc1	-5	-3	0	30	-2	6	19	32	0.94
Cc1cccc(OCC(=O)NS(=O)(=O)c2ccc(Br)cc2)c1	-8	-2	7	-18	-9	4	2	4	0.95
CC1CCc2c(sc3c2C2=NS(=O)(=O)CCN2C=N3)C1 (stereo not given)	-16	2	-2	-11	-2	4	4	-30	0.96
CC(=O)Nc1ccc(S(=O)(=O)NCc2nc(-c3ccccc3C)no2)cc1	2	0	-1	-2	-5	-5	17	3	1.1
C=C(C)C(=O)Nc1cccc(C2=NOC3(C2)C[C@@H](C(N)=O)N(C(=O)c2ccc(OC)cc2)C3)c1 (stereo not given in full)	-1	24	1	-18	81*	-11	-12	-4	1.1
Cc1ccc(CNC(=O)CCC(=O)Nc2nnc(C)s2)cc1	-24	-2	4	-9	-3	-3	19	-9	1
Cc1nnsc1C(=O)Nc1cccc(Cl)c1	2	5	0	-6	-1	5	9	15	0.95
CN(C)c1ccc(C(=O)OCC#CCSc2nnc(-c3cccc4ccccc34)o2)cc1	-4	-1	-6	19	-1	1	1	4	0.99
CCOC(=O)OC(C)OC(=O)[C@@H]1N2C(=O)[C@@H](NC(=O)[C@H](N)c3ccccc3)[C@H]2SC1(C)C (stereo not given in full)	-11	-1	0	9	-5	9	11	7	0.91
